Bioassay records deposited in PubChem by National Center for Advancing Translational Sciences (NCATS).
AmpC inh no detg = inhibitors of E. coli AmpC beta-lactamase without detergent; AmpC nitrocefin hydrolysis, absorbance 480 nm, 0.0001% Triton; Potency, µM (highest dose often 57.1 µM), for the others: at the highest dose activity change, negative = inhibition, hits mostly inhibitors; 0.52% of 330,000 active; AID 485341;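 further: potency means the concentration at half of the fitted maximal effect; plate controls were no compound for no effect and no enzyme for full effect; nearly all actives have a fitted effect of over 20% in size; some results filed as inactive show a strong effect at the top dose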
Target sequence (P00811 whole entry, looked up): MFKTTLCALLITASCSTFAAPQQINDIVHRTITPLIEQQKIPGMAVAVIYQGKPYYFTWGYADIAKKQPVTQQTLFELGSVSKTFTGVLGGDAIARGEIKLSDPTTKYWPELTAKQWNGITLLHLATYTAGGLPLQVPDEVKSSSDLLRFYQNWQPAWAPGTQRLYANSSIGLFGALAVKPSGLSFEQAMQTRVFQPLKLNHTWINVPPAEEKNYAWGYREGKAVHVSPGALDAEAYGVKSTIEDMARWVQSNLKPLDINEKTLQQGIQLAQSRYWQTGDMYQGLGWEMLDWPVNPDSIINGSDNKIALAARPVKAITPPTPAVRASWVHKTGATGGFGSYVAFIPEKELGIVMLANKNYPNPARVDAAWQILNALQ
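20 mM phosphate pH 7.0 + 0.01% (detergent screen) or 0.0001% Triton X-100; 5.3 nM AmpC reagent; cpd preinc 15 min RT; nitrocefin (800 uM stock) to start; A480 q20 s × 4 min; Activity was normalised to no-enzyme and no-compound control wells.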
HCV inhibitor = blocks hepatitis C virus | Potency, µM (top dose mostly 41.8 µM), for inactives: at the top dose activity change, negative = inhibition, hits mostly inhibitors | AID 651820 | 3.4% of 340,000 active | Huh7.5.1 HCVcc-Cre infection, luciferase reporter, 44 h; further: potency means the concentration at half of the fitted maximal effect
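Cells seeded at 1,000/well and cultured 4 h, then compounds added followed by HCVcc-Cre virus (~0.5 moi). After 44 h further culture, luciferase substrate was added, plates held 15 min at room temperature, and luminescence read for 15 sec.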
LmPK inhibitor = blocks Leishmania mexicana pyruvate kinase activity; purified LmPK, Kinase-Glo ATP luminescence, 1 h; 0.37% of 290,000 active; Q27686; Potency, µM (highest dose often 57.5 µM), for inactives: at the top dose activity change, negative = inhibition, hits mostly inhibitors; further: potency means the concentration at half of the fitted maximal effect
Target sequence (Q27686 whole entry, looked up): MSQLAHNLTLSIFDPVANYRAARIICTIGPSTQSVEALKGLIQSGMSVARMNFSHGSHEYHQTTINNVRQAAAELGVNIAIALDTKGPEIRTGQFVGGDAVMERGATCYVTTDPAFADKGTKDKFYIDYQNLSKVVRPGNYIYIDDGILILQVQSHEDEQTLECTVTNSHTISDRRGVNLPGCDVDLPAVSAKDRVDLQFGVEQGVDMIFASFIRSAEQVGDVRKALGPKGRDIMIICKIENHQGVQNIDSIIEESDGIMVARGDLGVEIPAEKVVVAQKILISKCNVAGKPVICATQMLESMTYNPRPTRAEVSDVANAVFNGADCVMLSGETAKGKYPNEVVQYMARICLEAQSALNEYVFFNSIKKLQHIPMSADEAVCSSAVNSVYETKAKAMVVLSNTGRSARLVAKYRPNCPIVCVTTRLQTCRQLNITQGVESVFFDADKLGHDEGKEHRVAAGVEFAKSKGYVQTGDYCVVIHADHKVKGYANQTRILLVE
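Pyruvate kinase activity monitored as ATP production (luciferase luminescence). Conditions: 0.1 nM enzyme, 0.5 mM PEP, 0.1 mM ADP, 1 h, RT; normalized against uninhibited and no-enzyme wells.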
HCMV inh = inhibitors of human cytomegalovirus. HFF cells, HCMV-luciferase reporter, 72 h; stronger effect = lower value. activity change, negative = inhibition, % at 57.5 µM. 4.5% of 410,000 active; in the data active means activity change below about -60%; inconclusive means no clear call, values can overlap the other calls; inactive means above about -39%
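Screen run at 2 compound doses on HFFs infected with reporter HCMV, MOI 1 PFU/cell. Luciferase activity from cell lysates at 72 h post infection gave inhibition relative to buffer-only and Salinomycin wells.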
TbPYK inhibitor = blocks Trypanosoma brucei pyruvate kinase; 0.12% of 410,000 active; TbPYK enzyme, Kinase-Glo Plus ATP luminescence, 45 min; Potency, µM (highest dose often 76.8 µM), inactives show at the highest dose activity, negative = inhibition, most hits filed as inhibitors; AID 624173; Q57TT1; further: potency means the concentration at half of the fitted maximal effect; nearly all actives have a fitted effect of over 50% in size
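Glycolytic pyruvate kinase of T. brucei was incubated with substrate, test compound and 130 uM ADP for 45 minutes at room temperature. Luminescent Kinase-Glo Plus signal was measured after 10 minutes.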
AMA1-RON2 inh = AMA1-RON2 (P. falciparum) interaction inhibition | AlphaScreen AMA1-biotinylated RON2 peptide binding | Potency, µM (doses to about 58.2 µM), for inactives: top-dose activity change, negative = inhibition, hits mostly inhibitors | 0.2% of 360,000 active;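 further: potency means the concentration at half of the fitted maximal effect; 0% = vehicle wells and -100% = peptide control; nearly all actives have a fitted effect of over 45% in size; some results filed as inactive show a strong effect at the top dose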
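AMA1 (3D7) with his tag at 25 nM final met compounds first, then biotinylated RON2 peptide at 25 nM; detection used donor plus acceptor beads, 10 µg/mL apiece, read by AlphaScreen after 30 min at room temperature.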
AmpC detergent = inhibitors of E. coli AmpC beta-lactamase with detergent. P00811. 0.041% of 370,000 active. Potency, µM (series often up to 114 µM), without a hit: at the top dose activity change, negative = inhibition, actives largely listed as inhibitors. AmpC hydrolysis of nitrocefin, absorbance 480 nm, 0.01% Triton;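 further: potency means the concentration at half of the fitted maximal effect; 0% = no-compound wells and -100% = no-enzyme wells; nearly all actives have a fitted effect of over 25% in size; some results filed as inactive show a strong effect at the top dose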
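20 mM phosphate pH 7.0 + 0.01% (detergent screen) or 0.0001% Triton X-100; 5.3 nM AmpC reagent; cpd preinc 15 min RT; nitrocefin (800 uM stock) to start; A480 q20 s × 4 min; Activity was normalised to no-enzyme and no-compound control wells.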
* hit, by the source's call; ? = inconclusive; nt = not tested or not shown; & = joins results of further samples; [ ] = another dose, or the depositor's remark. Unless noted, the call rests on the fitted dose curve; in most records, active means well fitted curve in the direction sought with a large enough effect; inconclusive means small, poorly fitted or top-dose-only effect, or another doubt; inactive means no such curve, though single readings can be large; an effect the other way counts as inactive or inconclusive. Unless noted, on the % scale 0 is the no-effect control and ±100 the full control effect.

Sequence of screens – TbPYK inhibitor	HCMV inh	AMA1-RON2 inh	AmpC detergent	HCV inhibitor	LmPK inhibitor	AmpC inh no detg
CCN(CC)c1ccc(N=Cc2c(O)n(-c3ccccc3C)c(=O)[nH]c2=O)cc1
  9%	72	-17%	?	18%	2%	-14%
Cc1sc2nc(C3CC3)nc(N3CCN(S(=O)(=O)c4ccc(F)cc4)CC3)c2c1C
  0%	-33	0%	-16%	?	-3%	-19%
Cn1c(=O)c2c(nc(N3CCOCC3)n2C)n(C)c1=O
  3%	12	-2%	?	12%&6%	3%	1%
Cc1ccc(NS(=O)(=O)c2ccc3c(c2)NC(=O)CCS3)cc1F
  -6%&5%	-35&-3	-4%	2%&23%	-10%	9%	-16%
Cn1c(=O)c2sccc2n2c(CCCC(=O)Nc3ccc(Oc4ccccc4)cc3)nnc12
  -1%	-65*	nt	-2%	nt	nt	nt
Cc1ccc([C@H]2C[C@@H](n3cc(-c4ccc(F)cc4)nn3)[C@H](O)CN2Cc2cccs2)cc1
  6%	40	1%	nt	nt	nt	nt
CCCn1c(OC)nc2c1c(=O)n(C)c(=O)n2C
  2%	-3	-7%	?	-3%	-1%	0%
CC(C(=O)Nc1ccc(C(F)(F)F)cc1)N(C)CC(=O)N1CCN(Cc2ccccc2)CC1 (stereo not drawn)
  1%	-21	?	nt	?	nt	261%[activator]
N#Cc1cccc(C#N)c1Oc1ccc(S(=O)(=O)Nc2ccccc2)cc1
  -4%	56	-9%	4%	-11%	0%	-40%
N#CCCCSc1nnc(Cc2ccc3c(c2)OCO3)o1
  -1%	65	53%[activator]	-6%	5%	0%	-14%
COc1ccc(NC(=S)Nc2cnc3ccccc3c2)c(OC)c1
  0%	-20	-2%	-7%	10%	1%	-6%[2.29 µM]
Cc1cc(C)n(CCCNC(=O)CCNS(=O)(=O)c2ccccc2C(F)(F)F)n1
  -4%	17	24%	-2%	-12%	-3%	13%
O=C(NC(=S)N1CCN(c2ccc(F)cc2)CC1)c1cccs1
  5%	-16	15%	1%	?	1%	-9%
Cc1cc(NC(=O)CSc2nnc3c4c(C)c(C)sc4ncn23)no1
  0%	53	16%	-9%	-15%	6%	-11%
Cc1nn(Cc2ccc(Cl)cc2)c(C)c1NC(=O)C1CC=CCC1C(=O)O (stereo not drawn)
  -4%	-10	2%	-8%	6%	0%	0%
CCOc1ccc(CCN2C(=S)N([C@@H](CC(C)C)CN3CCC[C@@H]3CN3C(=S)NC[C@@H]3Cc3ccccc3)C[C@@H]2Cc2ccc(O)cc2)cc1
  7%	-5	16%	nt	nt	nt	nt
Cc1ccc2[nH]c(C)c(CCNC(=O)NC3CCCCC3)c2c1
  2%	?	-4%	?	?	11%	1%
O=C(c1cc(-c2ccc(Br)cc2)on1)N1CCOCC1
  -6%	-4	-18%	7%	-19%	-3%	-1%
O=C(NCc1cccnc1)C1c2ccccc2C(=O)N1C1CCCCCCC1 (stereo not drawn)
  -1%	-24	6%	-1%	10%	-5%	-1%
COc1ccccc1Nc1nn2c(=O)c3ccc(C(=O)NCc4cccs4)cc3nc2s1
  4%	-97*	nt	6%	nt	nt	nt
Cc1cc(C)nc(SCNC(=O)c2ccccc2)n1
  -17%	17	75%[activator]	3%	5%	2%	4%
Cc1cc(C(=O)O)c(CSc2ncn[nH]2)o1
  -12%	?	1%	?	14%	1%	-8%
O=C(Nc1ccc(NC(=O)C23CC4CC(CC(C4)C2)C3)cn1)c1ccco1
  4%	4	0%	-15%	23%	2%	-10%
COc1ccc(CN(CCCN2CCOCC2)C(=O)Nc2cccc(Cl)c2)cc1OC
  0%	-5	-7%	?	?	0%	165%[activator]
Cc1ccc(NC(=O)CSc2ncnc3c2sc2ccccc23)cc1C
  4%	5	nt	-5%	nt	nt	nt
COc1ccc(C(=O)N(Cc2ccco2)C(C(=O)NC2CCCC2)c2ccc(O)cc2)cc1OC (stereo not drawn)
  -6%	19	10%	1%	-10%&-18%	1%	-21%
O=C(NNC(=O)c1ccc(Br)o1)c1ccc(NS(=O)(=O)c2cccs2)cc1
  1%	-11	10%[11.6 µM]	nt	13%	nt	nt
O=CN1Cc2[nH]c3ccccc3c2N(c2ccc(Cl)cc2)C1=O
  1%	65	18%	?	0%	8%	3%
CCc1nccn1S(=O)(=O)c1cc(Br)ccc1OC
  -5%	-6	-4%	-7%	23%	1%	2%
c1ccc(COc2ccc(OCCCNC3CCCC3)cc2)cc1
  -6%	98	-15%	-9%	?	-8%	30%

Laid out differently: results already given
COc1ccc(CN(CCCN2CCOCC2)C(=O)Nc2cccc(Cl)c2)cc1OC
  TbPYK inhibitor: 0%	HCMV inh: -5	AMA1-RON2 inh: -7%	AmpC detergent: ?	HCV inhibitor: ?	LmPK inhibitor: 0%	AmpC inh no detg: 165%[activator]

CCCn1c(OC)nc2c1c(=O)n(C)c(=O)n2C
  TbPYK inhibitor: 2%	HCMV inh: -3	AMA1-RON2 inh: -7%	AmpC detergent: ?	HCV inhibitor: -3%	LmPK inhibitor: -1%	AmpC inh no detg: 0%

Further results follow.
Sequence of screens – TbPYK inhibitor	HCMV inh	AMA1-RON2 inh	AmpC detergent	HCV inhibitor	LmPK inhibitor	AmpC inh no detg
NC(=O)C1CCN(Cc2ccc(OCc3ccccc3)cc2)CC1
  -3%	78	-1%	-9%	-26%	3%	-6%
CCN1C(=O)[C@H]2[C@H]3CN=C(SCC4CC4)N3[C@@](Cc3ccccc3)(C(=O)OC)[C@H]2C1=O
  8%	3	2%	nt	?	nt	171%[activator]
COc1ccc(-c2cc(=O)oc3cc(OCC(=O)Nc4ccc(CCO)cc4)ccc23)cc1
  -1%	?	8%	2%	6%	-3%	-20%
COc1ccc(-n2nc(C(=O)Nc3nc4ccc(OC)cc4s3)c3ccccc3c2=O)cc1
  -3%	?	1%	0%	8%	0%	-19%
COC(=O)c1ccccc1NC(=O)Cn1c(=O)n(CCCCC(=O)NCc2ccc3c(c2)OCO3)c(=O)c2ccccc21
  -10%	27	nt	1%	nt	nt	nt
O=C(Cn1nc(Cc2cccnc2)c2ccccc2c1=O)Nc1ccccc1F
  2%	-10	-3%	3%	6%	1%	-2%
CCOC(=O)N(C)c1c(CC)nc2c(OCc3ccc(Cl)cc3Cl)cccn12
  1%	19	-4%	nt	nt	nt	nt
N#CC1=C(N)C(C#N)(C#N)C2(C(=O)Nc3ccccc32)C2CCCC=C12 (stereo not drawn)
  -3%	13	-5%	-4%	-11%	10%	-36%
COc1ccc(NC(=O)CCCNC(=O)c2ccc(Cl)cc2)cc1S(=O)(=O)N1CCOCC1
  0%	28	5%	nt	-21%	nt	nt
O=C(NC1(C(F)(F)F)C(=O)Nc2c1c(=O)[nH]c(=O)n2Cc1ccccc1)c1ccc(Cl)cc1Cl (stereo not drawn)
  -2%	-15	14%	-15%	10%	0%	-39%
CC[C@@]12C(=O)N(c3cccc(F)c3)C(=O)N1[C@H](c1ccc(Br)cc1)[C@@H]1C(=O)N(C(C)(C)C)C(=O)[C@@H]12
  -4%	-18	-5%	?	-6%	nt	135%[activator]
CCOC(=O)c1sc(/N=C/N(C)C)nc1C
  -4%	-5	-18%	-7%	35%[activator]	-8%	-5%
CC1=C(C(=O)O)N2C(=O)C(NC(=O)c3c(F)cccc3F)C2SC1 (stereo not drawn)
  3%	-18	28%	-1%	9%	nt	-14%
COc1ccc(Nc2ncnc3scc(-c4ccc(F)cc4)c23)cc1
  1%	-35	nt	-2%	nt	nt	nt
O=C1C=C2C=C[C@H]3C[C@]2(O1)[C@@H]1CCCCN13
  1%	?	7%	-6%	-3%	16%	-10%
Cn1c2c(c3ccccc31)CCN(CCCCN1CCN(c3ccccc3)CC1)C2=O
  -1%	60	?	nt	?	nt	nt
COCCN(C(=O)Cc1cccs1)C(C(=O)NCc1ccc(OC)cc1)c1ccccc1 (stereo not drawn)
  -5%	-31	7%	-2%	-2%	4%	-2%
CCC(C)Sc1nc2ccccc2n1CC(=O)O (stereo not drawn)
  0%	-15	-3%	2%	1%	4%	-5%
O=C(Cn1cnc2ccccc2c1=O)Nc1ccc2c(c1)OCCO2
  6%	117	-3%	-12%	13%	2%	-1%
Cc1cccc(-n2cnc3cc(C(=O)NCc4ccccc4Cl)ccc32)c1
  2%	-29	nt	-4%	nt	nt	nt
O=C1CC(c2nnc(Cc3ccccc3Cl)o2)CN1c1ccccc1 (stereo not drawn)
  -3%	-4	nt	-1%	nt	nt	nt
CCOC(=O)C(CCCOc1ccc(C)cc1)C(=O)OCC
  2%	-1	31%[activator]	-13%	6%	5%	26%
CC(=O)c1ccc(C(=O)N2CCC(CO)(Cc3cccc(C(F)(F)F)c3)CC2)cc1
  -1%	-75*	-27%	3%	?	8%	157%[activator]
CC(C)=CCc1c(O)cc(O)c2c(=O)c(O[C@@H]3O[C@@H](C)[C@H](O)[C@@H](O)[C@H]3O)c(-c3ccc(O)cc3)oc12
  -3%	nt	-9%	nt	3%	nt	nt
CC1CCCCC1NC(=O)c1cc2c(s1)CS(=O)(=O)C2 (stereo not drawn)
  2%	2	0%	?	-6%	1%	-19%
CC(CN(C)Cc1ccccc1)OC(=O)c1ccccc1F (stereo not drawn)
  17%	-22	1%	?	6%	-3%	4%
Cc1cccc(NC(=O)CSc2nnc(CCCCCNC(=O)OC(C)(C)C)o2)c1C
  -5%	3	4%	?	-3%	4%	42%
O=C(NN=C1c2ccccc2-c2ccccc21)c1ccccn1
  3%	45	32%[activator]	-4%	nt	-1%	-19%

Seven compounds from above, showing only HCMV inh, HCV inhibitor and TbPYK inhibitor:
smiles	HCMV inh	HCV inhibitor	TbPYK inhibitor
CC[C@@]12C(=O)N(c3cccc(F)c3)C(=O)N1[C@H](c1ccc(Br)cc1)[C@@H]1C(=O)N(C(C)(C)C)C(=O)[C@@H]12	-18	-6%	-4%
CC1=C(C(=O)O)N2C(=O)C(NC(=O)c3c(F)cccc3F)C2SC1 (stereo not drawn)	-18	9%	3%
CC(=O)c1ccc(C(=O)N2CCC(CO)(Cc3cccc(C(F)(F)F)c3)CC2)cc1	-75*	?	-1%
COc1ccc(Nc2ncnc3scc(-c4ccc(F)cc4)c23)cc1	-35	nt	1%
CC1CCCCC1NC(=O)c1cc2c(s1)CS(=O)(=O)C2 (stereo not drawn)	2	-6%	2%
CCOC(=O)c1sc(/N=C/N(C)C)nc1C	-5	35%[activator]	-4%
CCOC(=O)C(CCCOc1ccc(C)cc1)C(=O)OCC	-1	6%	2%
